Source: PubChem (several laboratories)
PfHsp90 set2: growth inhibition of yeast expressing Plasmodium Hsp90; S. cerevisiae expressing PfHsp90, BacTiter-Glo ATP, 48 h; yeast lacking PDR1 and PDR3 efflux regulators; inhibition, % at 9.4 µM; 0.32% of 310,000 active;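 active = every replicate shows inhibition above about 80%, whatever the replicate mean, limit read from the data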;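 note: 0% = DMSO neutral controls and 100% = 20 µM radicicol positive controls; yeast relying on Plasmodium falciparum Hsp90 in place of its own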
OPRM1-OPRD1 ag: agonists of human mu-delta opioid receptor heterodimerization; cells, OPRM1-OPRD1 heterodimerization, luminescence; 0.3% of 340,000 active; P35372+P41143; activation, % at 9.3 µM; in the data active = activation above about 18%;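 note: 0% = vehicle-treated cells and 100% = reference agonist; values of inactives mirror those of a sister screen read the other way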
E coli growth: bacterial growth inhibition, counter-screen for AddAB inhibitors. inhibition, % at 11.9 µM. 0.27% of 330,000 active. E. coli V3065 growth, OD600 absorbance, 18 h;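 active = inhibition above the campaign's mean inhibition across all tested compounds plus 3 SD, cut at about 9.9% in these data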;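 note: uninfected addAB+ strain grown without phage in ampicillin broth; 0% = DMSO wells and 100% = ciprofloxacin 0.95 µg/ml wells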
OPRM1-OPRD1 inv: mu-delta opioid heterodimer inverse agonism; AID 504357; 0.21% of 340,000 active; inhibition, % at 9.3 µM; cell-based MOR-DOR heterodimer luminescence; in the data active = inhibition above about 22%, passing the limit was not always enough;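 note: 0% = cells with DMSO and 100% = wells without cells with DMSO; values of inactives mirror those of a sister screen read the other way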
Arr AP2 block: human beta-arrestin and AP2 interaction inhibition. FITC-arrestin peptide / GST-AP2 beads, flow cytometry; AP2 beta2 appendage carries R879A mutation. inhibition, % at 10 µM. 0.31% of 340,000 active. AID 504490;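 active = inhibition above a set limit, near 3 SD of compounds lacking own fluorescence, cut at about 54% in these data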;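 note: plate controls were DMSO wells for no effect and 5 µM unlabelled arrestin peptide for full effect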
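Assay system: GST-AP2 R879A bound to glutathione beads, E. coli-expressed; Medium: PBS with 0.05% Tween 20 and 0.1% BSA; Also added: fluorescein-tagged arrestin peptide at 50 nM final; Timing: 12 min plus 1 h, RT; Measured by: flow cytometry, FL1 (488/535 nm); Evaluation: percent drop in bead-associated FITC signal.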
DSG3 Ab inh: human desmoglein-3 autoantibody binding inhibition. DSG3-coupled beads, scFv-anti-DSG3-GFP binding, flow cytometry; hits give low values. 0.48% of 310,000 active. P32926. binding (percent of control), % at 10 µM;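 active = binding more than 3 SD below its plate's average and above zero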;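 note: hits lower antibody fragment binding to DSG3; some compounds called inactive have numbers as strong as hits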
Target sequence (P32926 whole entry, looked up, the tested form may be a part): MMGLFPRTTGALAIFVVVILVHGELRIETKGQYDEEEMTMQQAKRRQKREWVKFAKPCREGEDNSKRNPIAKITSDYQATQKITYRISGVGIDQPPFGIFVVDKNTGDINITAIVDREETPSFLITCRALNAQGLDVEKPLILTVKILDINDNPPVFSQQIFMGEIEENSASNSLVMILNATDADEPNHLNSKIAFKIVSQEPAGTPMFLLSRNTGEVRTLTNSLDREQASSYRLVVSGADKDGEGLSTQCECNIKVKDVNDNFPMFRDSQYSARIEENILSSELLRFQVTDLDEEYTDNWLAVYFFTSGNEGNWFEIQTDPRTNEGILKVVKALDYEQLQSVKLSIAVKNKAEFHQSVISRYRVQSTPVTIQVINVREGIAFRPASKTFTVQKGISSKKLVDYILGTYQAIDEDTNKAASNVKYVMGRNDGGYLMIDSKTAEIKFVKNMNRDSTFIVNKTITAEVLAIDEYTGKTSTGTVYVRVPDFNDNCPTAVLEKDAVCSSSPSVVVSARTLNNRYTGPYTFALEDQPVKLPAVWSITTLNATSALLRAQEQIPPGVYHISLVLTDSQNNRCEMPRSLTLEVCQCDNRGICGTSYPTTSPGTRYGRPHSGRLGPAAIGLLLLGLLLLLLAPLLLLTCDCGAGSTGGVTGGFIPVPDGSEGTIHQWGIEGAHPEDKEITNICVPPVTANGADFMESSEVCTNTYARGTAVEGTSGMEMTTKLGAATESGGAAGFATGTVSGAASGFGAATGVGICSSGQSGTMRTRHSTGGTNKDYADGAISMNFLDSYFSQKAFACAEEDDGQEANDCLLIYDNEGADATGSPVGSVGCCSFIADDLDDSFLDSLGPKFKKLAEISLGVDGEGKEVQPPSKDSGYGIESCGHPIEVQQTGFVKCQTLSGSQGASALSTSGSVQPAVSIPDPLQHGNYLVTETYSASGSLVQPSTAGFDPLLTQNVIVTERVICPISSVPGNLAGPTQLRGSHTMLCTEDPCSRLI
phage Ecoli inh: E. coli growth loss with phage present. growth absorbance. inhibition, % at 11.9 µM. 0.26% of 360,000 active; in the data active = inhibition above about 11%
Tat export inh: E. coli Tat transport inhibition | E. coli MC4100 TorA-mCherry Tat export, fluorescence | inhibition, % at 10 µM | 0.036% of 340,000 active;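 active = mean replicate inhibition at least 50% and at least half of replicates individually reaching 50%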;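 note: exported cargo escapes ClpAP degradation while cytoplasmic cargo is degraded and loses fluorescence; 0% = median of neutral control wells and 100% = median of NaSCN control wells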
AddAB inh: less growth of phage-infected E. coli with AddAB. 0.29% of 330,000 active. E. coli expressing H. pylori AddAB, absorbance growth. inhibition, % at 11.9 µM; in the data active = inhibition above about 12%;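 note: 0% = vehicle wells of infected cells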
PKA-R1A act: PKA-R1A complex activation; 0.083% of 340,000 active; activation, % at 11.4 µM; P00514+P68181; PKA-R1A dissociation, Cy5-IP20 fluorescence polarization; scaled: DMSO 0%, 113 µM cGMP 100%;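 active = percent activation above the mean of all tested compounds plus 3 SD, cut at about 19% in these data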;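 note: higher means more PKAc released from R1A so a rise in polarization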
Mot1-301 SUMO: SUMOylation pathway inhibition by Mot1-301 growth rescue | S. cerevisiae Mot1-301 growth rescue, ATP luminescence, 38.5C; percent above DMSO median, 100 means doubled | growth rescue, % at 18.8 µM | 1% of 320,000 active;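 active = every valid replicate shows activation above 250% relative to neutral control wells; inactive = the rest, any valid replicate at or below 250%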;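 note: OY570 slx delta 5 strain wells were the positive control but not used for scaling; some compounds called inactive have numbers as strong as hits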
* marks the source's active call; other numbers are inactive results; · = no result given.

SMILES	PfHsp90 set2	OPRM1-OPRD1 ag	E coli growth	OPRM1-OPRD1 inv	Arr AP2 block	DSG3 Ab inh	phage Ecoli inh	Tat export inh	AddAB inh	PKA-R1A act	Mot1-301 SUMO
CC(=O)c1ccc(NC(=O)/C(C#N)=C/c2ccncc2)cc1	-4	-1.0	1.1	4	-16	104	1.6	6	0.2	-8	-6
COc1cc(C(=O)Nc2ccc(C)cc2C(NCC(=O)NN)c2ccccc2)cc(OC)c1OC (stereo unspecified)	39	-0.7	-1.1	3	5	110	4.2	6	-2.1	-5	144
Cc1ccc(C)c(N2C(=O)CN=C2Nc2ccccc2Cl)c1	-9	0.0	1.6	0	5	105	-0.2	-12	1.5	-12	-14
COc1ccc(S(=O)(=O)Nc2ccccc2C(=O)N2CCOCC2)cc1OC	3	-2.4	-2.1	13	-9	106	1.2	5	-0.3	-4	-3
O=C(Cn1cncn1)N/N=C/c1ccccc1O	21	-2.3	0.1	12	-4	93	-1.7	0	-1.4	-8	7
O=C1CCCC2=C1C(O)(C(F)(F)F)C(=O)N2Cc1ccccc1 (stereo unspecified)	7	-0.4	-0.3	2	27	104	1.6	2	-1.4	7	30
O=C(OCC(=O)N1CCCCCC1)c1ccc([N+](=O)[O-])cc1Cl	2	4.0	2.4	-20	14	100	2.4	-2	0.2	-5	-13
Clc1ccccc1OCc1nn[nH]n1	-1	-2.3	1.1	12	-11	109	0.7	0	1.4	-6	-7
CCN(CC)c1cc2nc(C)n(Cc3ccccc3)c(=O)c2cc1NC(=O)C1CC1	-17	-2.4	-2.3	11	-1	113	-3.8	-2	0.0	-7	-15
Cc1ccc(C)c(OCC(O)CN2CCC(CN3C(=O)c4cccc5cccc(c45)C3=O)CC2)c1 (stereo unspecified)	-14	4.2	-1.9	-22	-8	108	0.1	-7	1.0	3	-24
CN(C(=O)c1cccc(C#N)c1)c1nnc(-c2cnccn2)s1	13	-1.0	0.3	6	16	97	2.3	5	-2.4	5	1
Cc1n[nH]c(C)c1S(=O)(=O)N1CCN(C2CCCCC2)CC1	4	-1.1	-3.5	4	9	·	-1.0	-10	4.3	-13	21
CC1=Nc2ccccc2/C1=C/c1c(C)[nH]c2ccccc12	·	0.6	·	-3	23	73	·	19	·	9	·
Cc1cccc(N2N=C(C(=O)N3CC(=O)Nc4ccccc43)CCC2=O)c1	-4	-0.2	-0.2	1	-11	96	2.2	2	2.3	6	5
O=C(CCc1ccccc1)Nc1ccccc1	-14	1.9	-0.6	-12	4	90	4.9	14	-0.2	-9	10
Nc1nc2ccccc2n1C(=O)c1ccc(F)cc1	4	1.4	-5.3	-10	0	105	0.6	-9	-1.9	-3	12
Cc1cc(Cn2nnnc2-c2ccncc2)cc(C)c1O	-25	-0.5	0.5	2	-5	92	1.8	-11	1.6	-3	-19
CC1(C(=O)N/N=C/c2ccc([N+](=O)[O-])o2)CC1(Br)Br (stereo unspecified)	-8	0.7	4.8	-4	-5	95	5.4	-4	5.4	-2	7
COCCNC(=O)C(C)Oc1ccc(Cl)cc1Cl (stereo unspecified)	14	-1.8	1.1	11	-2	101	3.3	10	1.2	-2	204
O=[N+]([O-])c1cc([N+](=O)[O-])c(Oc2cc(F)cc(F)c2F)cc1NN1CCCCC1	-2	0.7	0.2	-4	9	96	2.2	4	3.7	5	-11

Record cards (already shown):
CC1=Nc2ccccc2/C1=C/c1c(C)[nH]c2ccccc12 as listed: PfHsp90 set2 = ·; OPRM1-OPRD1 ag = 0.6; E coli growth = ·; OPRM1-OPRD1 inv = -3; Arr AP2 block = 23; DSG3 Ab inh = 73; phage Ecoli inh = ·; Tat export inh = 19; AddAB inh = ·; PKA-R1A act = 9; Mot1-301 SUMO = ·
Nc1nc2ccccc2n1C(=O)c1ccc(F)cc1 as listed: PfHsp90 set2 = 4; OPRM1-OPRD1 ag = 1.4; E coli growth = -5.3; OPRM1-OPRD1 inv = -10; Arr AP2 block = 0; DSG3 Ab inh = 105; phage Ecoli inh = 0.6; Tat export inh = -9; AddAB inh = -1.9; PKA-R1A act = -3; Mot1-301 SUMO = 12
O=[N+]([O-])c1cc([N+](=O)[O-])c(Oc2cc(F)cc(F)c2F)cc1NN1CCCCC1 as listed: PfHsp90 set2 = -2; OPRM1-OPRD1 ag = 0.7; E coli growth = 0.2; OPRM1-OPRD1 inv = -4; Arr AP2 block = 9; DSG3 Ab inh = 96; phage Ecoli inh = 2.2; Tat export inh = 4; AddAB inh = 3.7; PKA-R1A act = 5; Mot1-301 SUMO = -11

Next structures
SMILES	PfHsp90 set2	OPRM1-OPRD1 ag	E coli growth	OPRM1-OPRD1 inv	Arr AP2 block	DSG3 Ab inh	phage Ecoli inh	Tat export inh	AddAB inh	PKA-R1A act	Mot1-301 SUMO
Cc1ccc(NC(=O)COC(=O)CC2CCCC2)cc1F	0	5.2	-1.6	-27	-6	136	4.7	9	-0.8	-8	20
Cc1ccc2[nH]c3c(=O)n(Cc4ccccn4)cnc3c2c1	-57	1.9	0.9	-11	1	108	0.2	6	1.6	5	-22
Cc1ccc(C(=O)NCC(=O)OCC(=O)N2CCCc3ccccc32)cc1	-6	0.4	-2.4	-2	-4	108	3.4	6	0.6	-6	-8
Cc1cc2ccccc2c(=O)n1CC(=O)NCC(=O)N1CCN(c2ccccc2)CC1	·	-0.7	-1.9	3	1	109	-0.8	4	2.5	-3	-14
O=C(Nc1ccc(Oc2cccnc2)cc1)c1ccc([N+](=O)[O-])cc1	18	7.1	-4.1	-49	-12	113	4.0	0	0.3	-12	1
CCOC(=O)C1(Cc2ccccc2C)CCCN(C(=O)c2ccc3nccnc3c2)C1 (stereo unspecified)	5	-3.3	0.0	17	12	119	1.8	-6	3.2	-5	-19
CCN(CC)S(=O)(=O)c1ccc(C)c(N=C=S)c1	2	-0.3	0.2	2	14	98	4.9	7	2.8	8	14
Cc1cc(NC(=O)CCCN2C(=O)/C(=C/c3ccccc3Cl)SC2=S)no1	5	-1.5	-3.1	8	9	·	1.1	-9	0.4	3	-16
COc1ccc(CNC(C)C2COc3ccccc3O2)c(OC)c1 (stereo unspecified)	-4	-2.1	3.6	9	6	104	2.4	-8	3.1	4	-10
Clc1ccc(COc2ccccn2)c(Cl)c1	-8	-0.4	0.1	2	30	92	2.8	1	0.3	-4	-4

The final 4 records of the part before lead into the next.
SMILES	PfHsp90 set2	OPRM1-OPRD1 ag	E coli growth	OPRM1-OPRD1 inv	Arr AP2 block	DSG3 Ab inh	phage Ecoli inh	Tat export inh	AddAB inh	PKA-R1A act	Mot1-301 SUMO
CCN(CC)S(=O)(=O)c1ccc(C)c(N=C=S)c1	2	-0.3	0.2	2	14	98	4.9	7	2.8	8	14
Cc1cc(NC(=O)CCCN2C(=O)/C(=C/c3ccccc3Cl)SC2=S)no1	5	-1.5	-3.1	8	9	·	1.1	-9	0.4	3	-16
COc1ccc(CNC(C)C2COc3ccccc3O2)c(OC)c1 (stereo unspecified)	-4	-2.1	3.6	9	6	104	2.4	-8	3.1	4	-10
Clc1ccc(COc2ccccn2)c(Cl)c1	-8	-0.4	0.1	2	30	92	2.8	1	0.3	-4	-4
COc1ccc(-c2csc(NC(=O)CSc3nc(C)cs3)n2)cc1	-8	-2.1	0.3	10	3	99	-1.2	-7	3.6	-7	12
O=C(NC(=S)Nc1cccc2cc(O)ccc12)c1ccco1	-12	-3.9	0.2	21	-5	107	3.4	1	2.3	4	0
CCCc1c(-c2ccc(O)cc2)nn(-c2ccc(O)cc2)c1-c1ccc(O)cc1	14	-1.2	1.1	6	5	117	·	-2	-3.3	8	7
Cc1cc(C)n(CC(=O)N2CCCC(C(=O)c3cccc(OC(C)C)c3)C2)n1 (stereo unspecified)	-15	-2.2	3.3	10	37	103	3.6	-4	1.9	-2	-1
COc1ccc(N2CC(C(=O)N[C@@H](C)C(=O)NC3CCCCC3)CC2=O)cc1 (stereo partly specified)	-25	-1.3	0.8	7	-1	113	1.7	9	-0.7	-3	5
CC(C)OCCCNC(=O)C(C)Oc1ccccc1 (stereo unspecified)	2	-0.9	2.1	5	-5	97	·	-1	-1.5	6	27
Cc1ccc(-n2c(N)c(C#N)c(-c3ccccc3)c(C#N)c2=O)cc1	·	-2.5	1.7	12	9	102	0.3	-2	4.8	0	-9
CN(C)CC1CCCCC1OC(=O)c1ccc(S(=O)(=O)N(C)c2ccccc2)cc1 (stereo unspecified)	5	-0.5	-0.8	3	-6	·	0.9	12	2.7	-14	5
O=C(COc1ncnc2ccc(Br)cc12)N1CCOCC1	7	-1.8	1.9	11	3	·	1.9	-3	2.4	-3	-5
COc1ccccc1NC(=O)CSc1nc2ccccc2n1C(C)=O	-15	-1.2	0.4	7	25	97	3.7	9	2.9	0	-6
CN1CCN(C(=O)c2ccc(CSc3ccc(Cl)cc3)cc2)CC1	-8	-0.2	-0.6	1	-7	99	1.5	5	1.0	15	41
CCN(CCCNC(=O)CCCOc1cc(=O)n(C)c2ccccc12)Cc1ccccc1	-25	-1.8	-0.2	12	·	101	2.9	-4	1.1	-5	10
O=C(c1ccc2nc(Cc3cccc(Cl)c3)oc2c1)N1CCC(CO)CC1	12	-1.8	-3.6	9	-8	·	1.3	-2	-0.8	2	-12
CCOc1ccc(N2CC(C(=O)NCCN3C(=O)S/C(=C\c4cccnc4)C3=O)CC2=O)cc1 (stereo unspecified)	-88	-1.9	-2.9	9	1	105	2.6	0	-0.2	-4	-8
O=C(O)c1cc2ccccc2c2cc(Br)ccc12	17	-0.9	-0.7	5	6	96	3.1	-3	-1.2	-5	2
Cn1c(-c2cccc3ccccc23)n[nH]c1=S	-13	-3.7	-0.6	20	-7	123	1.7	0	2.6	-9	2
CN(c1ccccc1)S(=O)(=O)c1ccc2[nH]c(=O)[nH]c2c1	-7	-1.1	-1.3	5	12	97	-0.8	-3	0.8	8	-12
COc1cccc(C2=CC(=O)C[C@H](c3ccc(F)cc3)C2)c1	-3	3.4	-1.8	-20	13	101	2.7	-1	-0.8	4	-14
O=C(CCCCCBr)N1CCC(CC2CC(c3ccc(Cl)cc3)=NO2)(C(=O)NCC2CCCCC2)CC1 (stereo unspecified)	12	-3.2	0.3	18	2	102	1.0	15	1.4	5	4
CCOC(=O)Cc1cc(OC)c(OC)cc1Cc1cc(OC)c(OC)cc1CC(=O)OCC	38	-1.6	0.7	8	6	123	1.3	-5	-0.6	2	29
CCCNC(=O)C(Cc1ccccc1F)NC(=O)c1ccccn1 (stereo unspecified)	-9	-5.8	-1.8	27	22	103	2.5	-5	-0.1	2	21
CCSc1nnc(NC(=O)c2cc(-c3ccc(C)c(C)c3O)n[nH]2)s1	-3	-1.2	·	8	3	94	2.3	8	·	-3	·
CC(C)(C)N(Cc1ccccc1)C(=O)COC(=O)CCN1C(=O)C2CC=CCC2C1=O (stereo unspecified)	·	-1.0	·	6	-6	104	0.6	-3	·	-1	·
CC(C)NC(=S)N1CCn2c(nc3ccccc32)C1	-32	·	-2.0	·	18	105	3.2	-5	0.7	-7	74
